Assay outcomes from PubChem.
E-selectin induc: induces E-selectin expression in human endothelial cells; HUVEC E-selectin immunofluorescence imaging; normalized: neutral wells 0, TNF-alpha wells 100; activation, % at 7.58 µM; 260,000 tested, 0.37% active; AID 686992;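 active = mean E-selectin-positive cell signal at least 10% of the positive control, reached in at least 60% of replicates, without over 20% cell loss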;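 note: in these data hits start at about 27%; measured in HUVEC primary endothelial cells; signal is the percent of cells scored E-selectin positive by PE staining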
Target sequence (P16581 whole entry, looked up): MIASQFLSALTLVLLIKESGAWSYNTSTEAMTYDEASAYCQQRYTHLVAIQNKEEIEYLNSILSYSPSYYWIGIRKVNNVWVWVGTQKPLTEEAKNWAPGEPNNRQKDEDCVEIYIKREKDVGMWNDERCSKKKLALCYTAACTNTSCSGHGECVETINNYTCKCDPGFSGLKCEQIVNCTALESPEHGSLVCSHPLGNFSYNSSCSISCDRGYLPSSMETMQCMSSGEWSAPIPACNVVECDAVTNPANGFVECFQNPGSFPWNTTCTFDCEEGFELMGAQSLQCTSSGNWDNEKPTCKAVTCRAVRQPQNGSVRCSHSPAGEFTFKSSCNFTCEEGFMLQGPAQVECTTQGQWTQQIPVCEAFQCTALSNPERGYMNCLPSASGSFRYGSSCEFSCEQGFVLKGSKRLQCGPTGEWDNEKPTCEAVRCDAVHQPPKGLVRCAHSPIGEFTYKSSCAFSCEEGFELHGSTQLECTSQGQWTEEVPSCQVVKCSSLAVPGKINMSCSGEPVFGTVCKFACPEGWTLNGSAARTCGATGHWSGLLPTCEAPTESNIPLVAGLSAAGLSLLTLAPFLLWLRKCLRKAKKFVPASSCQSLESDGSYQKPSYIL
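assay system = HUVEC, human umbilical vein endothelial cells | input = 3,000 HUVEC seeded per well | medium = EGM-2 growth medium on 0.1% gelatin-coated wells | dosing = one compound dose added by pin transfer | signal = immunofluorescence imaging | read-out basis = % PE-positive cells | control set = TNF-alpha, DMSO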
esBAF inh: SWI/SNF esBAF complex inhibition. mouse ES cells, Bmi1-luciferase knock-in reporter, 24 h; 100% = twice the neutral-well signal. reporter increase, % at 12.5 µM. 350,000 tested, 2% active. AID 602393; in the data active = activation above about 40%;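 note: 0% = median of the plate's neutral control wells and 100% = double that signal; a rise in the Bmi1 reporter signal indicates esBAF inhibition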
XiGFP reactiv: activators of X-chromosome reactivation in mouse fibroblasts. XiGFP mouse fibroblasts, % GFP-positive cells imaging, 3 d; cells co-treated with 5-aza-dC sensitizer; scaled so ellipticine positive control = 100%. activation, % at 7.58 µM. 360,000 tested, 0.055% active;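 active = mean normalized replicate activation at least 10% and every replicate at or above 10%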;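 note: 0% = median of on-plate neutral control wells and 100% = ellipticine 6 µM median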
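System: XiGFP fibroblasts, SV40-immortalized. Medium: DMEM plus 5-aza-dC sensitizer. Doses: single point. Timing: 3 d treatment, 15 min room-temperature fixation. Control set: ellipticine 6 µM.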
EWS-Fli block: inhibitors of EWS/Fli oncoprotein transcriptional activity | A673 NR0B1-luciferase reporter, viability-normalised | inhibition, % at 12.6 µM | 350,000 tested, 0.67% active | AID 651661;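 active = mean inhibition of at least 50% after viability correction, with every replicate also passing that limit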;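 note: firefly luciferase signal divided by Alamar Blue viability fluorescence both relative to DMSO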
S100A4 inh HTS: inhibitors of human S100A4 binding to myosin IIA peptide; 360,000 tested, 0.14% active; inhibition, % at 10.7 µM; P26447; AID 652163; S100A4/TAMRA-MyoIIA peptide fluorescence polarization;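 active = mean inhibition of at least 70% across replicates, with every replicate also reaching that level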
Target sequence (P26447 whole entry, looked up): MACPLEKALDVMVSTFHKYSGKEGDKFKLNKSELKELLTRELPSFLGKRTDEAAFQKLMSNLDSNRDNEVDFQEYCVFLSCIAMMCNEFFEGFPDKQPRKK
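Test system: S100A4 monomer protein; Medium: HEPES pH 7.2 with CaCl2, KCl, NaCl, DTT, Triton; Probe or stimulus: TAMRA-labelled myosin IIA heavy-chain peptide probe, 5 nM; Doses: one dose per compound; Times: polarization read 5 min after assay mix addition, stable 5–60 min; Benchmarks: neutral control DMSO, positive control TFP.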
RAD52 anneal inh: RAD52 (human) annealing inhibition; P43351; recombinant RAD52 DNA annealing, FRET fluorescence; inhibition, % at 18.7 µM; 360,000 tested, 0.46% active;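 active = every replicate showing at least 50% inhibition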
FN deposit inh: fibronectin deposition inhibition. AH1F fibroblasts, Alexa488-fibronectin deposition fluorescence, overnight. inhibition, % at 12.6 µM. 350,000 tested, 0.086% active;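 active = mean inhibition across replicates of 30% or more, regardless of how many single replicates reach that level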;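 note: positive control wells lacked labelled fibronectin entirely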
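Material – AH1F fibroblast monolayer, labelled fibronectin deposition · Reagent – labelled fibronectin 24 nM · Timing – 1 h adhesion, overnight exposure · Measured by – fluorescence at 485 nm excitation, 525 nm emission · Read-out – inhibition of fibronectin deposition signal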
RAD54 branch: inhibitors of human RAD54 branch migration; RAD54 Holliday junction branch migration, FAM/BHQ fluorescence; inhibition, % at 10.4 µM; 360,000 tested, 0.14% active;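 active = mean normalized replicate activity at least 40 and at least half of replicates scoring 40 or more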;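 note: 0% = median of neutral control wells and 100% = median of positive control wells; inhibitors cause a drop in the FAM fluorescence signal; in these data hits start at about 50%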
* = called active by the depositor; . = not tested or not shown.

SMILES	E-selectin induc	esBAF inh	XiGFP reactiv	EWS-Fli block	S100A4 inh HTS	RAD52 anneal inh	FN deposit inh	RAD54 branch
CCN(CC)CCN1CCN(c2cncc(-c3ccc4ccccc4c3)n2)CC1	5.9	.	0.2	22	-15	46	1	41
CN1C(=O)c2cc(NC(=O)Cc3ccccc3)ccc2OC[C@H]2O[C@@H](CC(=O)O)CC[C@H]21	0.1	0	0.2	-1	-2	-4	.	5
Cn1nnnc1NCc1cccc(Cl)c1Cl	.	.	-0.1	-8	-9	4	3	7
CC(C)NC(=O)N(C)C[C@H]1OCCCC[C@H](C)Oc2ccc(NC(=O)Nc3ccc(C(F)(F)F)cc3)cc2C(=O)N([C@H](C)CO)C[C@@H]1C	.	0	0.2	-2	1	-13	13	0
C[C@@H]1CCCCO[C@H](CN(C)C(=O)CCC(F)(F)F)[C@H](C)CN([C@H](C)CO)C(=O)c2cc(NC(=O)Cc3ccccc3)ccc2O1	1.9	9	-0.2	4	-32	19	.	5
COCC#Cc1ccc([C@H]2[C@@H](CO)N3C(=O)CN(C(=O)c4cccnc4)C[C@@H]23)cc1	0.4	.	0.4	5	-6	-3	.	.
C[C@H]1CN([C@@H](C)CO)C(=O)Cc2cc(NC(=O)CCC(F)(F)F)ccc2O[C@H]1CN(C)Cc1ccc2c(c1)OCO2	-3.1	6	0.4	-10	4	4	.	-1
CNS(=O)(=O)c1ccc(NC(=O)Nc2ccc3c(c2)OCO3)cc1	0.1	53*	0.0	.	-2	4	5	8
COc1ccc(Cn2cc([N+](=O)[O-])nc2C)cc1[N+](=O)[O-]	.	.	0.0	7	-4	-18	2	.
Cc1cc(O)cc(O)c1C(=O)Cc1ccccc1	.	.	0.1	1	5	-10	-1	.
CNC[C@@H]1Oc2c(NC(=O)Nc3ccc4c(c3)OCO4)cccc2C(=O)N([C@@H](C)CO)C[C@@H]1C	0.0	-1	-1.1	-7	9	-11	-4	12
CCC(=O)NC(c1ccccc1)c1c(OC(C)=O)ccc2ccccc12 (configuration not stated)	.	.	0.0	2	-2	0	4	.
CC(C)N(C[C@@H]1[C@@H](c2ccccc2)[C@@H](CO)N1S(C)(=O)=O)C(=O)CN(C)C	0.2	-3	0.1	-2	2	-8	-11	-1
COc1ccccc1N1CCN(S(=O)(=O)CCNC(=O)CC2CCCCC2)CC1	.	3	0.6	-2	-2	-2	1	-1
Cc1ccc(-n2nc3c(=O)n(C(C)C(=O)NCc4ccco4)nc(C)c3c2C)cc1 (configuration not stated)	.	-4	0.0	2	-1	-6	10	7
CN(CCNS(=O)(=O)c1ccc2c(c1)oc(=O)n2C)Cc1ccccc1	.	-11	0.0	0	8	-2	-2	-4
C[C@H](CO)N1C[C@H](C)[C@H](CN(C)Cc2ccc3c(c2)OCO3)Oc2ccc(NC(=O)Cc3ccccc3)cc2CC1=O	0.2	-2	0.4	-1	-10	0	-7	7
OCC1(Cc2cccc(F)c2)CCN(Cc2ccc3cccc(F)c3n2)CC1	.	-5	0.1	2	-6	-29	3	-4
O=C(Nc1ccc2c(c1)OCO2)C1CC(=O)N(c2ccc(F)cc2)C1 (configuration not stated)	0.0	1	0.1	-10	1	5	-1	.
CCOc1ccc2cc(C#N)c(SCC(=O)N3CCOCC3)nc2c1	-2.4	36	.	.	0	-8	7	7
Cc1c(NC(=O)C(C)OC(=O)c2cccs2)c(=O)n(-c2ccccc2)n1C (configuration not stated)	.	.	0.0	0	-6	-1	1	0
CCC(=O)N[C@@H]1CC[C@@H](CCn2cc(-c3cccc(OC)c3)nn2)O[C@H]1CO	0.6	2	-0.7	-67	9	-3	.	0
c1nc(NC2CCCC2)c2[nH]cnc2n1	0.2	9	0.0	-1	-3	6	0	1
O=C(C1CCCN(Cc2ccc(F)cc2)C1)N1CCCCC1 (configuration not stated)	-0.3	7	0.0	18	1	-2	2	0
CCOc1ccc(Br)cc1S(=O)(=O)Nc1ccc(C(=O)Nc2ccccc2OC)cc1	.	.	0.0	1	0	-22	-3	0

Full records, quoted from the list.
Cc1c(NC(=O)C(C)OC(=O)c2cccs2)c(=O)n(-c2ccccc2)n1C (configuration not stated) across the screens: E-selectin induc: .; esBAF inh: .; XiGFP reactiv: 0.0; EWS-Fli block: 0; S100A4 inh HTS: -6; RAD52 anneal inh: -1; FN deposit inh: 1; RAD54 branch: 0
CC(C)NC(=O)N(C)C[C@H]1OCCCC[C@H](C)Oc2ccc(NC(=O)Nc3ccc(C(F)(F)F)cc3)cc2C(=O)N([C@H](C)CO)C[C@@H]1C across the screens: E-selectin induc: .; esBAF inh: 0; XiGFP reactiv: 0.2; EWS-Fli block: -2; S100A4 inh HTS: 1; RAD52 anneal inh: -13; FN deposit inh: 13; RAD54 branch: 0

Three of the entries above in order of the S100A4 inh HTS value, rising.
| Molecule | S100A4 inh HTS |
| --- | --- |
| OCC1(Cc2cccc(F)c2)CCN(Cc2ccc3cccc(F)c3n2)CC1 | -6 |
| CCC(=O)NC(c1ccccc1)c1c(OC(C)=O)ccc2ccccc12 (configuration not stated) | -2 |
| Cc1ccc(-n2nc3c(=O)n(C(C)C(=O)NCc4ccco4)nc(C)c3c2C)cc1 (configuration not stated) | -1 |

(list continues)
SMILES	E-selectin induc	esBAF inh	XiGFP reactiv	EWS-Fli block	S100A4 inh HTS	RAD52 anneal inh	FN deposit inh	RAD54 branch
COCCn1c(SCC(=O)N2CCCC2)nnc1-c1ccco1	-0.1	-2	0.1	-75	-2	-7	5	7
O=C(C1CCOCC1)N1C[C@H]2[C@@H](c3ccccc31)[C@@H](CO)N2C(=O)Cc1ccccc1	-0.3	2	0.0	0	5	-6	.	-2
Cc1sc(NC(=O)C2CCCC2)c(C#N)c1C	.	.	0.0	7	1	-14	5	1
O=C(NC1CCCC1)C1CC(=O)N(c2ccccc2)C1 (configuration not stated)	-0.2	-4	0.4	-4	-3	-10	-1	1
Cn1nnnc1SCC(=O)Nc1ccccc1C(=O)NCc1ccccc1	.	2	.	2	-6	-12	.	1
C[C@@H]1CN([C@H](C)CO)C(=O)c2cc(NC(=O)CCCCCC(=O)Nc3ccccc3N)ccc2O[C@H]1CN(C)S(=O)(=O)c1ccc(F)cc1	-13	.	-0.5	-4	3	5	-5	.
CCN(CC)C(=O)[C@H]1CC(CC(=O)NCCC2=CCCCC2)C(=O)N2CCc3c([nH]c4ccccc34)[C@]12C (some centres not stated)	-0.1	-2	0.0	1	0	6	0	9
C[C@H](O)C#Cc1cnc2c(c1)C(=O)N([C@@H](C)CO)C[C@@H](C)[C@H](CN(C)C(=O)Cc1ccccn1)O2	0.8	2	-0.9	-3	13	-21	7	1
CC(=O)NCCNc1nc2cc(-c3ccccc3C)sc2c(=O)n1C	0.0	-3	0.1	-8	-4	-8	-1	4
CC(=O)N(C)C[C@@H]1Oc2cc(-c3cncnc3)ccc2S(=O)(=O)N([C@H](C)CO)C[C@@H]1C	-0.4	-3	0.0	-11	12	2	0	9
Cc1ccc(S(=O)(=O)N(C)C[C@@H]2OCCCC[C@@H](C)Oc3ccc(NS(=O)(=O)c4cccs4)cc3C(=O)N([C@@H](C)CO)C[C@@H]2C)cc1	-0.2	4	-0.1	0	-5	0	6	1
O=C(O)c1ccc(Nc2c3ccccc3nc3ccccc23)cc1	.	15	0.2	-10	-18	-15	-2	-24
O=C(N/N=C/c1ccccc1)c1ccc(N2CCCC2=O)cc1	0.0	6	0.0	-24	1	-9	-2	14
Cc1ccc(S(=O)(=O)CC(=O)c2ccc3c(c2)OCCO3)cc1	.	.	0.0	-23	-11	-5	0	.
CC1=C(C(=O)Nc2cc(C(=O)NCCCOC(C)C)ccc2C)SCCO1	.	-5	0.1	0	-3	-9	6	-6
CCOc1ccc(OCC(=O)OCC(=O)NCC2CCCO2)cc1 (configuration not stated)	.	-11	0.4	2	-2	-10	3	-1
COc1cccc(NC(=O)CSc2nnc(-c3ccc(C)cc3)o2)c1	-0.1	60*	0.3	-86	-1	0	-4	-2
CSc1ccccc1NC(=O)CN1CCN(c2ccccn2)CC1	0.1	-7	0.2	-3	3	-19	9	3
COc1cc(SC)ccc1C(=O)OC(C)C(=O)Nc1ccc(NC(C)=O)cc1 (configuration not stated)	0.7	-1	-0.1	-4	0	5	2	-8
CN(C)CCCNCC(=O)c1c(-c2ccccc2)n(C)c2ccccc12	0.1	-9	0.0	-3	-3	34	2	9
CCc1ccc(C(=O)N/N=C(\C)c2cccnc2)s1	0.6	43*	0.0	.	-2	-24	.	2
O=C(Nc1ccccc1)c1ccc(-c2ccccc2Cl)o1	0.2	53*	-0.1	-106	2	1	11	1
O=C(NCCN1CCCCC1)[C@@H]1N[C@@H]2c3ccc(-c4ccccc4)c(=O)n3C[C@@H]2[C@H]1CO	-0.4	.	0.0	0	-9	-7	.	.

Not a hit list, and some 3% of all compounds hit somewhere here.
